Mito fusion yeast = inhibitors of mitochondrial division or activators of mitochondrial fusion; actives 0.23% (n = 320,000); S. cerevisiae fusion-defective mutant growth rescue, CellTiterGlo 48 h; Potency, µM (top dose mostly 46.1 µM), for the others: at the top dose growth rescue (activation), most hits filed as activators;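 note: potency is the fitted concentration of half-maximal effect; % of control where 0% means no effect; nearly all actives have a fitted effect of over 45% in size; temperature-sensitive fusion mutants such as fzo1-1 at 37 °C on non-fermentable ethanol glycerol medium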
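S. cerevisiae fusion-defective temperature-sensitive mutants (e.g. fzo1-1, mgm1-5) grown 48 h at 37C in YPEG (ethanol/glycerol non-fermentable) medium with 23 nl compound per well; growth rescue read as CellTiterGlo luminescence.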
FLuc counter = counter-screen for miR-21 project: firefly luciferase inhibitors or activators. P08659. purified FLuc, Km substrates, luminescence inhibition. Potency, µM (series often up to 57.5 µM), for inactives: at the highest dose activity change, negative = inhibition, actives largely listed as inhibitors. actives 6.9% (n = 360,000). AID 588342;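 note: potency is the fitted concentration of half-maximal effect; plate controls were vehicle for no effect and reference inhibitor for full effect; nearly all actives have a fitted effect of over 55% in size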
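Purified P. pyralis luciferase (10nM final) with 10uM D-luciferin and 10uM ATP (Km levels) in 50mM Tris acetate pH 7.5, 10mM Mg acetate, 0.01% Tween-20, 0.05% BSA; qHTS 6-point titration, ~60 µM downward; luminescence read.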
RORgamma inh = blocks mouse ROR gamma transcriptional activity; AID 2551; actives 5.4% (n = 310,000); Drosophila S2 Gal4-RORgamma UAS-luciferase reporter, 20 h; Potency, µM (series often up to 53.6 µM), for the others: at the highest dose activity change, negative = inhibition, hits mostly inhibitors; note: potency is the fitted concentration of half-maximal effect; % is set by controls: 0 for no effect and ±100 for the full control effect; nearly all actives have a fitted effect of over 60% in size
Target sequence (P51450 whole entry, looked up, the tested form may be a part): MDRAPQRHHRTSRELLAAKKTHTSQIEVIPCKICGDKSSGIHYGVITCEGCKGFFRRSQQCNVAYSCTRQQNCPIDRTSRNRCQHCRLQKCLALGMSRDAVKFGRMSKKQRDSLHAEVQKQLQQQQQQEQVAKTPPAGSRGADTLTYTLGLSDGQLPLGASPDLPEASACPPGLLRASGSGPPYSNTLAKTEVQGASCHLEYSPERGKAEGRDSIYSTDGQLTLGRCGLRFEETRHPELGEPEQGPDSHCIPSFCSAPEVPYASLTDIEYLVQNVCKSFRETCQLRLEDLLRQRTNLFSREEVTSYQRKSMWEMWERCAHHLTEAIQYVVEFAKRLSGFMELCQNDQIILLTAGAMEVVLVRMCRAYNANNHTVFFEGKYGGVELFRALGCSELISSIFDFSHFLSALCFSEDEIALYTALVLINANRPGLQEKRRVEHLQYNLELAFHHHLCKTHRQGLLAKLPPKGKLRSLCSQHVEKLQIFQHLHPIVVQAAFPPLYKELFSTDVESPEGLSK
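A Gal4/UAS one-hybrid system in insect cells: metallothionein-promoter Gal4–ROR gamma fusion plus Photinus luciferase reporter. Copper sulfate 700 uM final, 20 hr ambient incubation, luminescent detection after 10 min with reagent.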
Menin MLL FP TR = menin-MLL binding inhibition, Texas Red mutant peptide; actives 0.23% (n = 270,000); AID 1768; Potency, µM (series often up to 61.6 µM), for inactives: top-dose FP activity change, negative = inhibition, usual class: inhibitors; O00255; Menin + Texas Red MLL mutant peptide, fluorescence polarization; active = well fitted inhibition curve with a large enough effect in the polarisation, with a control signal flat, not every such curve was filed as active; inconclusive = small, poorly fitted or top-dose-only effect, or effect the other way, or a change in a side signal; inactive = no such curve, though single readings can be large or run the other way; the % refers to the polarisation; note: potency is the fitted concentration of half-maximal effect; % of control where 0% means no effect; many of its hits are not listed in these tables
Target sequence (O00255 whole entry, looked up): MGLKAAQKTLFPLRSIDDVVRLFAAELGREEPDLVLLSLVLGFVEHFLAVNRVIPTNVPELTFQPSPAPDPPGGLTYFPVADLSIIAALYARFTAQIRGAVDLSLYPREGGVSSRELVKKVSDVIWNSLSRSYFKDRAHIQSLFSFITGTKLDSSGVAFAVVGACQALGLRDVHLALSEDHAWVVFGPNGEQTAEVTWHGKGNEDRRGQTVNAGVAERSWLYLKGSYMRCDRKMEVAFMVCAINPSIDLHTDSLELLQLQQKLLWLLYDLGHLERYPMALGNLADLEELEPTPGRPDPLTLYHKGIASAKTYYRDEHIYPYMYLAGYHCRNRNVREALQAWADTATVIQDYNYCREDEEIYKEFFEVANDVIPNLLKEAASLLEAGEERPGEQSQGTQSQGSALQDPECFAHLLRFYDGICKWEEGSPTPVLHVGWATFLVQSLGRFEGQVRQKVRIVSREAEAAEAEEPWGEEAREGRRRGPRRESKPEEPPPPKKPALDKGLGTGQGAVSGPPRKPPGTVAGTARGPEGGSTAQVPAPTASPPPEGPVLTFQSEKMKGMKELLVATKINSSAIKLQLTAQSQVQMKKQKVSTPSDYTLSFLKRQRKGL
ELG1 DNA repair = inhibitors of ELG1-dependent DNA repair in HEK293T cells. actives 2.3% (n = 330,000). Potency, µM (doses to about 46.1 µM), without a hit: top-dose activity change, negative = inhibition, actives largely listed as inhibitors. HEK293T ELG1-luciferase reporter, luminescence, 16 h; DNA damage induced by 5-fluorouridine. AID 504467; note: potency is the fitted concentration of half-maximal effect; % is set by controls: 0 for no effect and ±100 for the full control effect; nearly all actives have a fitted effect of over 55% in size
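Luminescence from the luciferase reporter, measured 30 min after ONE-Glo reagent at room temperature, was the read-out. Beforehand, 2,000 cells per well were exposed for 16 hr at 37 °C to 5-fluorouridine together with compound or vehicle.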
NPC1 prom act = activators of NPC1 promoter; Huh7 NPC1 promoter luciferase reporter, 24 h; Potency, µM (highest dose often 9.22 µM), for inactives: at the top dose activation, actives largely listed as activators; actives 2.4% (n = 320,000); AID 485313;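 note: potency is the fitted concentration of half-maximal effect; % of control where 0% means no effect; nearly all actives have a fitted effect of over 60% in size; reporter is driven by a mutant NPC1 promoter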
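In 1536-well qHTS, Huh7 cells harboring an NPC1 promoter–luciferase construct received compound for 24 h; activation was quantified by luminescence following luciferase reagent addition.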
PKM2 activator = increases activity of human pyruvate kinase M2; Potency, µM (highest dose often 57.5 µM), inactives show at the top dose activation, usual class: activators; P14618; purified PKM2, Kinase-Glo ATP luminescence, activation; response scale: 0% is enzyme alone, no compound; actives 0.34% (n = 260,000); note: potency is the fitted concentration of half-maximal effect; % is set by controls: 0 for no effect and ±100 for the full control effect; nearly all actives have a fitted effect of over 55% in size
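hPK-M2, >95% pure; 0.1 mM ADP / 0.5 mM PEP final; imidazole pH7.2 buffer w/ 7 mM MgCl2, 50 mM KCl; 1 h RT; Kinase-Glo lum. Intermediate enzyme activity for dual inhibitor/activator qHTS.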
KCNH2 3.1 inh = KCNH2 3.1 (human) potassium channel inhibition; U2OS KCNH2 3.1, thallium flux FluxOr; active compounds read low; activity change, % (tested at about 1.8 µM); actives 0.95% (n = 340,000); AID 720553;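 active = maximum activity change below -70%; inconclusive = maximum activity change from -70% to -50%; inactive = maximum activity change above -50%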;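 note: thallium influx rate constant from kinetic fluorescence after stimulation buffer; % is set by controls: 0 for no effect and ±100 for the full control effect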
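Thallium flux read-out: FluxOr dye with Red40 quencher in HBSS/HEPES, 45 min at RT. Rate constants from kinetic reads were normalized to positive and negative DMSO controls. Cells: U2OS virally expressing the 3.1 isoform.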
Gal4-VP16 FLuc = Gal4-VP16 reporter inhibition counter-screen; Potency, µM (highest dose often 53.6 µM), inactives show at the top dose activity, negative = inhibition, actives largely listed as inhibitors; Drosophila S2 Gal4-VP16 UAS-luciferase, luminescence, 20 h; actives 3.5% (n = 310,000);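 note: Gal4-VP16 expression switched on by copper sulfate through the metallothionein promoter; potency is the fitted concentration of half-maximal effect; % is set by controls: 0 for no effect and ±100 for the full control effect; nearly all actives have a fitted effect of over 50% in size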
Rab9 prom act = activates the Rab9 promoter; Huh7 Rab9 promoter-luciferase reporter, luminescence, 24 h; Potency, µM (highest dose often 9.22 µM), for the others: at the top dose activation, negative = inhibition, most hits filed as activators; actives 2.8% (n = 320,000); AID 485297; note: potency is the fitted concentration of half-maximal effect; % of control where 0% means no effect; nearly all actives have a fitted effect of over 60% in size
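Stable Rab9-luc Huh7, 1500 cells/well, 2 h settle; cmpd in DMSO, 24 h, 37 °C/5% CO2; luciferase reagent 10 min RT; luminescence.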
MBNL1-CUG inh = blocks human MBNL1 binding to CUG repeat RNA | actives 0.036% (n = 280,000) | Potency, µM (titrated, usually from 57.5 µM), for the others: top-dose activity change, negative = inhibition, actives largely listed as inhibitors | Q9NR56 | TR-FRET MBNL1-His/biotin-(CUG)12 binding, 665/545 ratio; active = well fitted inhibition curve with a large enough effect in the signal ratio, with a control signal flat, not every such curve was filed as active; inconclusive = small, poorly fitted or top-dose-only effect, or effect the other way, or a change in a side signal; inactive = no such curve, though single readings can be large or run the other way; the % refers to the signal ratio; note: potency is the fitted concentration of half-maximal effect; % is set by controls: 0 for no effect and ±100 for the full control effect
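TR-FRET readout: Ex 340 nm, 665/545 nm emission ratio, normalized to buffer-only (basal) and MBNL1-(CUG)12 controls. Complex of MBNL1-His with Biotin-(CUG)12, compounds 92 nM–58 uM, incubated 60 min at room temperature.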
* hit, by the source's call; u = inconclusive; x = not tested or not shown; [ ] = remark or other dose. Unless noted, calls come from the whole dose curve; as a rule, active = well fitted curve in the direction sought with a large enough effect; inconclusive = small, poorly fitted or top-dose-only effect, or another doubt; inactive = no such curve, though single readings can be large; an effect the other way counts as inactive or inconclusive. The list is partial; the hit share may differ from the screen's.

SMILES	Mito fusion yeast	FLuc counter	RORgamma inh	Menin MLL FP TR	ELG1 DNA repair	NPC1 prom act	PKM2 activator	KCNH2 3.1 inh	Gal4-VP16 FLuc	Rab9 prom act	MBNL1-CUG inh
Cc1c(C)n(CCC#N)c2ccc(Cl)cc12	0%	-1%	22%	16%	-1%	-2%	-4%	0	12%	-11%	11%
COC(=O)c1c(-c2ccc(OC)c(OC)c2)csc1N	3%	1%	33%	-15%	u	6%	-3%	0	1%	0%	1%
CC(C)C(c1nnnn1C1CCCCC1)N1CCCc2ccccc21 (stereo not given)	1%	0%	29%	-12%	-1%	-7%	-17%	5	-1%	-1%	-26%
CCOc1cc(C(=O)OCC(=O)Nc2ccc(F)cc2Cl)ccc1OCC(=O)N1CCOCC1	9%	-1%	x	x	-26%	0%	x	-2	x	-3%	x
C/C(=N/NS(=O)(=O)c1ccc(CC(C)C)cc1)c1ccncc1	1%	-1%	38%	x	u	3%	x	3	u	-13%	-2%
COc1ccc(CC(=O)NNC(=O)c2ccoc2C)cc1OC	2%	1%	10%	x	16%	4%	2%	-6	2%	0%	-11%
Cn1cnc2ccc([N+](=O)[O-])cc2c1=O	-6%	-1%	-20%	-1%	14%	0%	-11%	-14	-9%	1%	u
CCOC(=O)C1CCN(C(=O)c2sc3ncnc(N4CCC(C)CC4)c3c2C)CC1	17%	-2%	u	-5%	23µM*	-3%	5%	-11	-4%	-5%	105%[activator]
Cc1cc(=O)n2nc(N3CCC(C(=O)NCC(C)c4ccccc4)CC3)sc2n1 (stereo not given)	2%	0%	0%	-4%	1%	-5%	x	27	6%	0%	5%
CCN1C(=O)N(C)C2(c3ccccc3)N(C)C(=O)N(C)C12c1ccccc1 (stereo not given)	-3%	4%	-4%	-14%	-4%	-3%	-6%	10	-1%	-3%	-1%
Cc1cccc(N(CC(=O)NC(C)(C)C)C(=O)CCC(=O)Nc2nccs2)c1	0%	1%	-22%	-15%	-16%	4%	-2%[11.5 µM]	-16	-2%	-2%	-6%
CC(=O)Nc1cccc(Oc2ccc(-c3noc(C)n3)cc2)c1	21%	12µM*	u	5%	u	3.2µM*	-3%	-4	-20%	1.6µM*	-3%
O=C(Cc1ccccc1[N+](=O)[O-])Nc1ccc2c(c1)OCCO2	-9%	u	28%	5%	u	15%	-1%	0	14%	15%	3%
Cc1ccc(Cn2c(SCC(N)=O)nc3c2c(=O)n(C)c(=O)n3C)cc1	3%	0%	-13%	-10%	0%	-3%	12%	-6	-6%[0.365 µM]	0%	-6%
CCCc1cc(=O)n2nc(N3CCC(C(=O)Nc4cccc(C(C)=O)c4)CC3)sc2n1	2%	-2%	31%	x	8%	-2%	x	-2	20%	-3%	14%
CN1CCN(C(=S)c2ccc(OCC(=O)Nc3cccc(C(F)(F)F)c3)cc2)CC1	-3%	-8%	u	12%	18µM*	-6%	0%	-1	u	-10%	u
O=c1c2ccccc2nc(SCc2nc3ccccc3s2)n1Cc1ccco1	2%	2%	-8%	2%	u	2%	1%	-6	-18%	-9%	0%
COc1ccc(OC)c(CNC(=O)C2CCCN(S(=O)(=O)N3CC(C)CC(C)C3)C2)c1 (stereo not given)	u	4%	-6%	x	-6%	-4%	x	-2	3%	-5%	-1%
NC(=O)C(c1ccccc1)C1CCCC1 (stereo not given)	-2%	-2%	-21%	-3%	1%	1%	-7%	22	3%	-3%	5%
COc1ccc2[nH]c(=O)c(CN(CC3CCCO3)C(=S)Nc3cccc(C)c3)cc2c1 (stereo not given)	7%	-1%	11%	-1%	-6%	-7%	-1%	2	-7%	1%	5%
CC(C)NC(=O)NC(=O)CSc1nncs1	-12%	0%	3%	1%	8%	-2%	2%	6	1%	-2%	-3%
COc1ccc(OCC(O)CNC(=O)Nc2ccc(F)cc2)cc1 (stereo not given)	-2%	-2%	15%	x	5%	1%	1%	6	2%	-6%	x
Cc1cc(C)n(-c2ccc(C(=O)NCc3ccc4c(c3)OCO4)cc2)n1	6%	12%	1%	-1%	-5%	2%	-2%	5	-3%	4%	-8%
O=C(C1CCN(c2nc3nonc3nc2N2CCCCC2)CC1)N1CCOCC1	4%	1%	-20%	-1%	3%	-1%	-1%	6	1%	1%	16%
OC(COc1ccc(CNCCc2ccc(C(F)(F)F)cc2)cc1)CN1CCCCC1 (stereo not given)	-17%	0%	-44%	-24%	u	-4%	-1%	-8	-16%	-11%	-8%

Other structures follow.
SMILES	Mito fusion yeast	FLuc counter	RORgamma inh	Menin MLL FP TR	ELG1 DNA repair	NPC1 prom act	PKM2 activator	KCNH2 3.1 inh	Gal4-VP16 FLuc	Rab9 prom act	MBNL1-CUG inh
CC(=O)c1cc(-c2ccc(F)cc2)n(CCC(=O)Nc2cccc(C)n2)c1C	23%	-9%	18%	-6%	u	-5%	3%	x	-1%	5%	2%
COc1ccc(/C=N/NC(=O)CCC(=O)Nc2ccccc2)cc1OC	-4%	-18%	-18%	-13%	8%	1%	0%	-6	1%	-7%	15%
CCOC(=O)N1CCN(S(=O)(=O)N2CCCC(C(=O)NCCCN3CCC(C)CC3)C2)CC1 (stereo not given)	-15%	3%	-7%	x	18%	2%	x	-12	-6%	-6%	-1%
COc1ccc(-c2cc3ncc(-c4ccccc4)c(N)n3n2)cc1	18%	0.95µM*	u	27%	u	1.4µM*	-29%	-32	7.9µM*	1.8µM*	-5%
CC(C)(C)OC(=O)NC(CNCc1ccccc1)Cc1ccccc1 (stereo not given)	3%	4%	x	x	-2%	2%	x	4	x	-1%	x
COc1cc(OC)cc(C(=O)NCC(=O)Nc2ccc(-c3ccccc3)cc2)c1	-8%	15µM*	u	55%[activator]	u	-6%	-1%	-82*	0%	28%	-5%
O=C(CSc1nc(C(F)(F)F)cc(=O)[nH]1)NCC1CCCO1 (stereo not given)	-10%	0%	x	x	12%	-4%	x	6	x	2%	x
CN(C)S(=O)(=O)N(CC(=O)N(Cc1ccccc1)Cc1ccccc1)c1ccccc1	0%	-5%	24%	x	-10%	1%	1%	-3	1%	-4%	0%
C(=C\CSc1nnnn1-c1ccccc1)/CSc1nnnn1-c1ccccc1	3%	0%	23%	12%	-1%	1%	0%	-10	-1%	0%	-7%
COc1ccc(CNC(=O)COC(=O)c2cc3ccccc3o2)cc1	-1%	4%	x	x	11%	0%	x	-22	x	0%	x
O=C(COc1ccc2ccc(=O)oc2c1)NCCCn1ccnc1	-5%	2%	3%	-15%	13%	-1%	7%[0.46 µM]	12	1%	-3%	1%
Cc1cc(=O)[nH]c(SCC(=O)Nc2nonc2C)n1	-3%	-1%	6%	17%	-2%	-3%	x	-3	-1%	-3%	-2%
Cc1cc(C(=O)COC(=O)c2ccc(O)cc2O)c(C)n1-c1ccc(OC(F)F)cc1	-2%	-6%	x	x	-10%	-11%	x	4	x	-17%	x
CCSCCNC(=O)c1cc(-n2cnnc2)ccc1Cl	-4%	1%	-10%	-14%	12%	-5%	-3%	1	-5%	-2%	7%
CCOCCCN1C(=O)CN(C2CCCCC2)C(=O)C1c1ccc(OC)c(OC)c1 (stereo not given)	-1%	-2%	-15%	-14%	16%	1%	3%	-8	-5%	22%	0%
CN(CC(=O)Nc1ccc(Cl)cc1)C(=O)CCNC(=O)c1ccc(Cl)cc1	-5%	-12%	x	x	18%	11%	x	-10	x	10%	x
O=C(NCc1ccco1)c1cc(S(=O)(=O)N2CCCc3ccccc32)ccc1Cl	-1%	0%	9%	-1%	-10%	1%	7%	-4	0%	0%	-2%
COc1ccc(C)cc1N(C(=O)c1ccco1)C(C(=O)NC1CCCC1)c1ccc(N2CCOCC2)cc1 (stereo not given)	-6%	1%	27%	x	-9%	1%	x	-13	2%	2%	-1%
CCOc1ccc(NC(=O)C(C)Sc2nnc(C)n2C)cc1 (stereo not given)	-2%	1%	-27%	0%	6%	-1%	-15%	-5	3%	1%	-14%
COc1ccc(-c2csc(NC3=NCCCCC3)n2)cc1	2%	12µM*	-7%	15%	u	u	-9%	-5	21%	u	x
COc1ccc(C(=O)n2ncc(C#N)c2N)cc1	-4%	-14%	23%	-1%	-5%	-4%	7%	3	18%	-1%	-1%

Screening data: PubChem BioAssay, National Center for Advancing Translational Sciences (NCATS)
